Screening results deposited in PubChem BioAssay by several laboratories.
MgcRacGAP inhibition: MgcRacGAP GTPase-activating activity inhibitors, confirmation, biochemical, ADP Hunter fluorescence; MgcRacGAP-stimulated Rac1 GTP hydrolysis, ADP Hunter fluorescence; higher % means a stronger effect; GST-tagged Rac1 F28L mutant substrate; one-dose inhibition, % at 30 µM; IC50 in µM for titrated hits; 340,000 tested, 0.6% active;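 active = first-screen hits whose inhibition reached a set limit at any dose in the follow-up dose series; inconclusive = inhibition above the set first-screen limit but never retested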;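 note: fluorescence reports GDP produced by GAP-driven GTP hydrolysis; strong numbers were not always called active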
SIAH1 antagonists: blockers of Siah-1 interaction with plectin peptide – biochemical, fluorescence polarization, rhodamine-plectin, uHTS, primary screen (AID 1817) | 290,000 tested, 0.02% active | Siah-1 / rhodamine-plectin peptide fluorescence polarization; higher % means a stronger effect | displacement, % at 20 µM; hits with a dose series show IC50 in µM;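 active = displacement of at least 50% at 20 µM, with a fluorescence ratio check between 0.3 and a set limit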;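 note: plate controls were Siah plus tracer with DMSO for no effect and tracer alone without Siah for full effect; strong numbers were not always called active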
LYP inhibition: PTPN22 lymphoid phosphatase activity blockers – biochemical, fluorescence intensity, uHTS (AID 1779); recombinant LYP phosphatase, fluorescence intensity; higher % means a stronger effect; one-dose inhibition, % at 11.5 µM; IC50 in µM for titrated hits; 290,000 tested, 0.054% active; in the data active = inhibition above about 50%;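 note: plate controls were vehicle with enzyme for no effect and no enzyme for full effect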
SV40 large T antigen: SV40 large T antigen inhibitors, biochemical (AID 1903) | one-dose inhibition, % at 20 µM; IC50 in µM for titrated hits | 310,000 tested, 0.39% active | SV40 large T antigen ATPase/helicase inhibition assay; higher % means a stronger effect; in the data active = a potency from the dose series; inconclusive = inhibition mostly from about 32% at the one dose, without a potency; inactive = the rest, 99 in 100 with inhibition below about 32%; note: strong numbers were not always called active
AID2073: disruptors of CaV2.2 binding to Mint1 – biochemical, HTRF (AID 2073). HTRF protein-protein interaction, Mint1-CaV2.2; higher % means a stronger effect. inhibition, % at 20 µM, or IC50 in µM where a hit was titrated. 290,000 tested, 0.19% active; in the data active = inhibition mostly above about 51%, no sharp cut-off; inconclusive = no clear call, values can overlap the other calls; inactive = mostly below about 53%; note: some results filed as inactive read as strong as hits
Dengue-2 NS5 capping: flavivirus cap methylation enzyme inhibition – biochemical, confirmation dose response, primary screen (AID 588689) | Dengue-2 NS5 methyltransferase capping enzyme assay, biochemical; higher % means a stronger effect | inhibition, % at 25 µM; hits with a dose series show IC50 in µM | 340,000 tested, 0.3% active; in the data active = a potency from the dose series; inconclusive = inhibition above about 29% without an active follow-up result
XIAP antagonists: small molecules displacing peptide from XIAP – biochemical, IAP family, fluorescence polarization (AID 1018); XIAP BIR domain, fluorescence polarization peptide displacement; higher % means a stronger effect; one-dose displacement, % at 20 µM; IC50 in µM for titrated hits; 200,000 tested, 0.007% active; in the data active = displacement above about 50%; note: a part of the inactive calls stands beside numbers as strong as those of hits
RSV CPE inhibition: inhibition of RSV-induced cytopathic effect – HEp-2 cells, primary 10 µM value included (AID 2391); HEp-2 cells, RSV-induced CPE inhibition; higher % means a stronger effect; 310,000 tested, 0.13% active; CPE inhibition, % at 10 µM, or IC50 in µM where a hit was titrated; in the data active = a potency from the dose series; inconclusive = CPE inhibition mostly from about 23% at the one dose, without a potency; inactive = the rest, 99 in 100 with CPE inhibition below about 21%; note: strong numbers were not always called active
HIV peptide binding: cell-free HIV fusion peptide-binding blockers – biochemical, uHTS, fluorescence dequenching, primary screen (AID 1986) | cell-free peptide binding, fluorescence dequenching, 30 min; higher % means a stronger effect | inhibition, % at 20 µM, or IC50 in µM where a hit was titrated | 290,000 tested, 0.3% active; in the data active = inhibition mostly above about 52%, no sharp cut-off; inactive = mostly below about 76%; note: some results filed as inactive read as strong as hits
Starred values were filed as active, the others as inactive; ? = inconclusive; . = no result given.

SMILES	MgcRacGAP inhibition	SIAH1 antagonists	LYP inhibition	SV40 large T antigen	AID2073	Dengue-2 NS5 capping	XIAP antagonists	RSV CPE inhibition	HIV peptide binding
CCS(=O)(=O)NCCc1csc(-c2ccc(OC)c(OC)c2)n1	0%	1%	-3%	.	8%	-14%	.	0.8%	-0.2%
COC(=O)c1ccc(NC(=O)CCC(=O)c2ccc(F)cc2)cc1	9%	6%	-3%	7%	3%	-6%	.	-0.1%	-1.8%
COC(=O)Nc1ccc(S(=O)(=O)N2CCCC(C(=O)N3CCN(C)CC3)C2)cc1 (configuration not stated)	11%	-2%	-6%	9%	5%	-2%	.	2.6%	-0.9%
COC(=O)Cn1c(C)c(C#N)c2ccccc21	9%	-2%	-3%	2%	6%	-1%	-2.6%	1.5%	1.4%
O=C(O)c1ccc(-c2noc(-c3ccc(F)cc3)n2)cc1	-1%	.	.	13%	.	0%	.	2.7%	.
O=C(Nc1ccc(F)cc1)N1CCC(c2nc3c(nnn3Cc3ccccc3Cl)c(=O)[nH]2)CC1	5%	-1%	2%	12%	-4%	-1%	-3.2%	2.0%	0.3%
Cn1ncc2c(NNC(=O)c3ccc(O)cc3)ncnc21	3%	2%	-1%	24%	1%	-7%	-1.4%	-0.1%	1.2%
Nc1nnc(SCC(=O)Nc2ccc(Cl)c(C(=O)O)c2)s1	8%	-1%	-10%	6%	4%	-2%	-5.1%	1.0%	1.0%
CC(=O)C1=C(c2cccc([N+](=O)[O-])c2)N(C(C)=O)n2c(C)nnc2S1	5%	-14%	-6%	0%	15%	7%	-0.4%	3.7%	1.7%
Cc1cc2ncc(S(=O)(=O)C(C)(C)C)c(N)n2n1	4%	-2%	1%	7%	-6%	-6%	-2.3%	2.6%	0.2%
O=C(COC(=O)C1CCN(S(=O)(=O)c2ccccc2C(F)(F)F)CC1)NCc1ccc(F)cc1	-4%	-3%	-8%	4%	1%	-3%	-2.5%	-0.4%	-2.5%
CCOc1ccccc1C1C2C(=O)N(c3ccccc3)C(=O)C2ON1c1ccccc1 (configuration not stated)	9%	0%	9%	-2%	0%	-1%	-6.5%	2.5%	-1.7%
Cc1cccc(NC(=O)CSCC(=O)N(CCC(C)C)c2c(N)n(Cc3ccccc3)c(=O)[nH]c2=O)c1	0%	.	.	17%	.	0%	.	-0.6%	.
CN(C)c1ccc(C=NCC2(O)CCOC(C)(C)C2)cc1 (configuration not stated)	7%	-7%	4%	5%	0%	-8%	-5.6%	1.6%	-0.5%
CSCCC(NS(=O)(=O)c1ccccc1F)C(=O)NCc1cccnc1 (configuration not stated)	2%	.	.	11%	.	0%	.	1.0%	.
Oc1ccccc1-c1nnc(COc2ccc(Cl)cc2Cl)o1	9%	-5%	1%	-7%	6%	1%	-1.5%	-0.2%	4.0%
C=CC[C@@H]1C=C[C@H](O/N=C/[C@@H](NS(=O)(=O)c2ccc(C)cc2)[C@H](C)/C=C/CC(=O)OC)[C@@H](CO)O1	.	0%	-4%	18%	-4%	.	-21%	-1.7%	2.4%
C/C(=N\NC(=O)c1n[nH]c2c1CCC2)c1ccco1	.	-6%	-5%	8%	6%	.	.	0.8%	-2.4%
CC(C)(C)C(=O)N=C1SC2CS(=O)(=O)CC2N1c1ccc2c(c1)OCO2 (configuration not stated)	11%	4%	-4%	0%	-6%	-7%	-3.2%	2.4%	-0.3%
COc1ccc(-c2oc3ncnc(NCCCN4CCOCC4)c3c2-c2ccc(OC)cc2)cc1	5%	-6%	-10%	18%	11%	-4%	5.3%	-2.9%	-3.9%
C#CCOCCOCCOCCNc1nc(N2CCN(C(=O)Cn3cc(CCCN=C(N)N)nn3)CC2)nc(N2CCN(C(=O)[C@H](C(C)C)n3cc(CCO)nn3)CC2)n1	9%	2%	-6%	1%	6%	-8%	-5.7%	-0.1%	2.1%
Cn1cccc1/C=C1\SC(=S)N(NC(=O)c2ccccc2Cl)C1=O	9%	-2%	9%	10%	-3%	-20%	-1.7%	2.7%	22%
C=CCOn1c(=O)c(-c2ccc(F)cc2)[n+]([O-])c2ccccc21	6%	2%	-8%	.	12%	-5%	.	.	0.7%
COC(=O)c1ccccc1NC(=O)CN1CCOCC1	10%	2%	-9%	-5%	-8%	-5%	-5.7%	-0.6%	-2.5%
CN(Cc1ccccc1)C(=O)c1ccccc1-c1ccccc1	-3%	9%	-6%	1%	-1%	-11%	-7.3%	0.0%	-1.5%
Cc1ccc(Cn2c(SCC(N)=O)nc3c2c(=O)n(C)c(=O)n3C)cc1	3%	0%	-3%	0%	3%	-3%	-5.9%	1.0%	-2.0%
NC(=O)N/N=C/c1ccc(-c2ccc([N+](=O)[O-])cc2)o1	6%	-2%	-5%	12%	-19%	-8%	.	21%	-4.2%
Cc1nc2c(-c3ccc(F)cc3)c(C)nn2c(C)c1CCC(=O)N1CCN(c2ccccn2)CC1	-8%	-5%	-2%	3%	8%	-8%	0.3%	8.2%	-1.8%
Cc1cc(OCC(=O)NN2C(=O)c3ccccc3C2=O)ccc1Cl	7%	4%	-8%	6%	5%	2%	.	2.2%	0.3%
CSc1nnc(C)c(=O)n1COC(=O)COc1ccccc1C	4%	0%	-8%	5%	-4%	-3%	-3.1%	0.5%	2.6%
CC(NC(=O)CCN1C(=O)c2ccccc2C1=O)c1ccc2c(c1)CCCC2 (configuration not stated)	3%	4%	-3%	5%	-3%	4%	-1.2%	3.6%	0.5%
Cc1ccc(S(=O)(=O)c2nc(S(=O)(=O)c3ccccc3)sc2N2CCN(CCO)CC2)cc1	6%	5%	-9%	8%	-6%	-8%	.	-0.7%	-0.1%
Cc1ccc(OCC(=O)Nc2cccc(S(=O)(=O)N3CCCCCC3)c2)c([N+](=O)[O-])n1	3%	0%	-2%	7%	-3%	2%	-7.4%	?	-2.7%
N#C/C(=N\Nc1ccc(F)cc1)C(=N)N1CCCCCC1	6%	-2%	-5%	8%	-4%	0%	-6.4%	-0.6%	0.1%
COc1ccccc1C1CC(c2ccc(Cl)cc2)Nc2nc(N)nn21 (configuration not stated)	4%	6%	-6%	-1%	-3%	-4%	0.6%	2.8%	0.9%
Cc1cccc(Cn2cccc2/C=C2/C(=N)N3C=CSC3=NC2=O)c1	6%	6%	3%	8%	9%	-4%	-4.3%	2.0%	3.2%
CC(NC(=O)c1ccco1)C(=O)NC(C)c1cc(F)c(Cl)cc1Cl (configuration not stated)	6%	2%	-9%	1%	16%	-2%	.	0.1%	-0.4%
Cc1ccc(C(C)(C)C)c(OCCCn2ccnc2)c1	27%	-3%	4%	3%	2%	-5%	0.1%	2.6%	0.6%
Cc1ccc(-n2ncc3c2ncn2nc(-c4ccco4)nc32)c(C)c1	15%	0%	4%	14%	15%	-6%	-4.1%	1.0%	4.2%
COc1ccc(Br)cc1CNC(=O)C1CCN(c2nnc(N3CCCC3=O)s2)CC1	11%	3%	-9%	9%	3%	-5%	.	.	-0.9%
CCN(CC(=O)NCc1ccc(Cl)cc1)C(=O)CCC(=O)c1ccc(F)cc1	4%	.	.	9%	.	-7%	.	-2.2%	.
Cc1cc(C)cc(NC(=O)CSCc2cc(=O)n3ccsc3n2)c1	4%	0%	-2%	8%	-5%	-7%	.	.	0.9%
O=C(Nc1cccnc1)C1CCCN(S(=O)(=O)c2cccc3nsnc23)C1 (configuration not stated)	3%	-1%	5%	-1%	-4%	-5%	-7.2%	0.9%	0.6%
COCC(=O)Nc1ccccc1C#N	2%	-2%	-10%	27%	-2%	-7%	-3.1%	1.0%	-2.1%
Cc1cccc(C(C)C)c1NC(=O)CSc1nncn1C	3%	-4%	-8%	10%	0%	-11%	-3.2%	.	-1.1%
c1cncc(-c2csc(-c3cccnc3)n2)c1	.	-8%	-12%	5%	1%	-5%	.	4.1%	1.0%
O=C1CCc2cc(S(=O)(=O)N3CCN(c4ccccc4F)CC3)ccc2N1	6%	-4%	-2%	4%	-9%	-4%	-1.2%	2.2%	-1.6%
CSc1nc2ccc(NC(=O)c3cc4ccccc4o3)cc2s1	13%	4%	2%	-2%	14%	3%	-1.4%	1.5%	0.8%

Among those listed so far, these have a COOH group.
SMILES	MgcRacGAP inhibition	SIAH1 antagonists	LYP inhibition	SV40 large T antigen	AID2073	Dengue-2 NS5 capping	XIAP antagonists	RSV CPE inhibition	HIV peptide binding
O=C(O)c1ccc(-c2noc(-c3ccc(F)cc3)n2)cc1	-1%	.	.	13%	.	0%	.	2.7%	.
Nc1nnc(SCC(=O)Nc2ccc(Cl)c(C(=O)O)c2)s1	8%	-1%	-10%	6%	4%	-2%	-5.1%	1.0%	1.0%

(listing goes on)
SMILES	MgcRacGAP inhibition	SIAH1 antagonists	LYP inhibition	SV40 large T antigen	AID2073	Dengue-2 NS5 capping	XIAP antagonists	RSV CPE inhibition	HIV peptide binding
CCC1=NN(C(=O)COc2ccccc2)C(O)(c2ccncc2)C1 (configuration not stated)	-9%	-4%	-3%	16%	-2%	-6%	-2.7%	2.6%	-2.3%
Nc1cc(=O)[nH]c(SCC(=O)Nc2cc([N+](=O)[O-])ccc2Cl)n1	5%	1%	-6%	13%	8%	4%	-5.5%	0.3%	-1.1%
CCCOc1ccc2[nH]cc(C(=O)O)c(=O)c2c1	-2%	6%	-8%	-6%	3%	-10%	-6.9%	1.8%	3.7%
CC(=O)Nc1cccc(C(=O)O)n1	3%	10%	-11%	9%	-3%	-8%	-4.2%	0.8%	0.3%
CN1C=CC=C/C1=C1\SC(=S)N(C2CCCCC2)C1=O	3%	4%	5%	17%	-22%	-2%	-1.9%	2.0%	0.8%
CN(C)S(=O)(=O)N1C(=O)c2ccccc2C1=O	9%	-2%	-5%	-2%	-2%	1%	.	0.7%	0.6%
COc1ccc(C(CCNCc2ccccc2)c2ccc(F)cc2)cc1 (configuration not stated)	6%	0%	-2%	10%	2%	-10%	-5.5%	20%	-2.5%
CC(=O)N1CCN(C(=O)c2cc(S(=O)(=O)Nc3ccc(S(C)(=O)=O)cc3)ccc2Cl)CC1	3%	-4%	-10%	8%	-1%	2%	-5.7%	-0.6%	1.7%
CCC(=O)c1ccc(OCC(O)Cn2nc(C)c(Br)c2C)cc1 (configuration not stated)	7%	6%	-8%	8%	13%	-8%	.	2.6%	-1.1%
Cc1cc(NC(=O)c2noc3c2CCCCC3)nn1Cc1ccc(Cl)cc1	10%	3%	35%	6%	1%	5%	-6.1%	-0.4%	-0.3%
COc1cccc(NC(=O)CCCn2nc(C)c3c(C)n(-c4ccccc4)nc3c2=O)c1	6%	2%	-4%	31%	2%	1%	.	7.0%	1.3%
O=C(CC12CC3CC(CC(Br)(C3)C1)C2)NC1=NCCS1	11%	-1%	-2%	5%	7%	-10%	-3.2%	0.1%	-1.8%
Oc1ccc2ccccc2c1N=Nc1nccs1	13%	-5%	-1%	0%	-25%	25%	.	4.0%	-0.3%
O=C(CSc1nnc(-c2ccc3c(c2)OCO3)n1-c1ccccc1)c1ccc(Cl)cc1	2%	-1%	8%	-1%	-12%	2%	-5.9%	1.2%	1.5%
